SENP8 block-1: SENP8 protease inhibition; Q96LD8; purified SENP8, Z-RLRGG-aminoluciferin cleavage, luminescence; inhibition, % at 10 µM; actives 1.2% (n = 330,000); AID 2540; in the data active = inhibition above about 50%
SENP8 block-2: SENP8 (human) protease inhibition; Q96LD8; actives 0.64% (n = 360,000); AID 602440; recombinant SENP8, Nedd8 substrate fluorescence; inhibition, % at 20 µM; in the data active = inhibition mostly above about 40%, no sharp cut-off; inactive = mostly below about 27%
SENP1 inh: SENP1 (human) catalytic domain inhibition; AID 624204; recombinant SENP1 catalytic domain, CyPet-SUMO1-YPet FRET cleavage; actives 0.21% (n = 360,000); inhibition, % at 10 µM;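 active = inhibition at least 30% at 10 µM, raw YFP signal under a set limit, fluorescence ratio 0.5 to 1.5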;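 also: 0% = enzyme with DMSO and 100% = no enzyme wells; some results filed as inactive read as strong as hits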
Target sequence (Q9P0U3 419-644 limits assumed): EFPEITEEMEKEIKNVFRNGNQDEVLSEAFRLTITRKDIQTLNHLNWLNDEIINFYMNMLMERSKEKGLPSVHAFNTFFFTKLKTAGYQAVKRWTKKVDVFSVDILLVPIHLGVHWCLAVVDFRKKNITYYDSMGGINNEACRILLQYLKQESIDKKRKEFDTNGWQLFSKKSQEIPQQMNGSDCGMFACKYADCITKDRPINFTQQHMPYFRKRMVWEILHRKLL
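Assay system: hSENP1 catalytic domain, recombinant. Amount: SENP1 enzyme, 20 pM final. Schedule: 50 min reaction, RT, dark. Technique: FRET, CFP and YFP emission. Control set: no-enzyme wells low, DMSO-plus-enzyme wells high control.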
PfG6PD inh: PfG6PD (Plasmodium falciparum) enzyme inhibition | PfGluPho enzyme, NADPH resazurin-diaphorase fluorescence | inhibition, % at 20 µM | actives 0.78% (n = 350,000) | AID 504690;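 active = inhibition reaching at least a set limit at 20 µM in the primary screen, cut at about 59% in these data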;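 also: 0% = DMSO wells with substrate and 100% = DMSO wells lacking glucose-6-phosphate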
HKDC1 inh: inhibitors of human hexokinase HKDC1; actives 0.16% (n = 340,000); Q2TB90; recombinant HKDC1, G6PDH/diaphorase resazurin coupled fluorescence; inhibition, % at 20 µM;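 active = inhibition above about 35% when tested at 20 µM, limit read from the data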;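 also: plate controls were DMSO wells with enzyme for no effect and DMSO wells lacking enzyme for full effect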
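test system = in-house recombinant HK5 (HKDC1) enzyme | amount = HKDC1 at 5 µg/mL | control set = DMSO-enzyme wells negative, buffer-substituted wells positive | compound = one dose of 20 µM, 1% DMSO | schedule = reaction time 90 min, room temperature, protected from light | technique = resorufin fluorescence at 613 nm | reagent = glucose with 1 mM ATP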
SENP6 inh: SENP6 protease inhibition. Q9GZR1. Recombinant SENP6 catalytic domain, aminoluciferin luminescence. actives 1.8% (n = 330,000). AID 2599. inhibition, % at 10 µM;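 active = inhibition above about 50% at the single tested dose, limit read from the data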;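 also: plate controls were DMSO wells with enzyme for no effect and DMSO wells lacking enzyme for full effect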
Target sequence (Q9GZR1 628-1112 limits assumed): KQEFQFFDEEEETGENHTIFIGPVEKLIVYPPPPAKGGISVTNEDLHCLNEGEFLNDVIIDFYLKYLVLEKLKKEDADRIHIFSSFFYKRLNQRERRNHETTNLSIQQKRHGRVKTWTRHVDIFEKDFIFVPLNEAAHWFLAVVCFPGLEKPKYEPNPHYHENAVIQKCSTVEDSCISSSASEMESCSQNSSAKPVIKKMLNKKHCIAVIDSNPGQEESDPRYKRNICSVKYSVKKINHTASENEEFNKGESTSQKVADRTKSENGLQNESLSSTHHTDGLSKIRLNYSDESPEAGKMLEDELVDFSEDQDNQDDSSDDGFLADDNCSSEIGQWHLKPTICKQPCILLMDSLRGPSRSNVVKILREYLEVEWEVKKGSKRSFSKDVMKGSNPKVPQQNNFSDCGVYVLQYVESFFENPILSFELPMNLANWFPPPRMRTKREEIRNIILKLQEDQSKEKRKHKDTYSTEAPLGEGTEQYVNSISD
Apaf1 inhib: blocks human Apaf-1 apoptosome activity | actives 0.71% (n = 330,000) | reconstituted apoptosome caspase-3 activity, DEVD-Rh110 fluorescence | inhibition, % at 20 µM | O14727; active = inhibition of at least 40% at 20 µM;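 also: plate controls were DMSO wells for no effect and DEVD-CHO caspase inhibitor wells for full effect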
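Material: biochemical Apaf-1 apoptosome reconstitution. Medium: Hepes buffer, pH 7.5. Also added: cytochrome c activation, bis-DEVD rhodamine 110 substrate. Timing: 30 min compound preincubation, 50 min activation, room temperature. Measured by: rhodamine 110 fluorescence at Ex 480/Em 540 nm.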
SENP7 block: SENP7 protease inhibition; Q9BQF6; recombinant SENP7, Z-RLRGG-aminoluciferin luminescence, 40 min; inhibition, % at 5 µM; actives 1.5% (n = 330,000); AID 434973;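 active = inhibition above about 50% at the single test dose, limit read from the data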;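 also: plate controls were DMSO with enzyme for no effect and no enzyme buffer wells for full effect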
Target sequence (Q9BQF6 706-1050 limits assumed): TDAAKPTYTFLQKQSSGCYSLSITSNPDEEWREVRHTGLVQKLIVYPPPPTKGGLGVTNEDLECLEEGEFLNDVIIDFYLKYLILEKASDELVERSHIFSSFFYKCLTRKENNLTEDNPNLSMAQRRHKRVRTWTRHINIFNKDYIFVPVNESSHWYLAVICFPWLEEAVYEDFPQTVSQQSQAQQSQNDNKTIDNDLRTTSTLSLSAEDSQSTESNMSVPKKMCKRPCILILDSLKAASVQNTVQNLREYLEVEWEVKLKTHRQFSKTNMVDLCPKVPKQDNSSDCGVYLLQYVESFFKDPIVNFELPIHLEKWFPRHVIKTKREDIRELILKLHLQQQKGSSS
Starred values were filed as active, the others as inactive; i = inactive; / = no result given. This is a random part of the collection; any-hit rate near 3.6%.

SMILES	SENP8 block-1	SENP8 block-2	SENP1 inh	PfG6PD inh	HKDC1 inh	SENP6 inh	Apaf1 inhib	SENP7 block
Cc1ccc(S(=O)(=O)N(C)CC(=O)NCC(c2ccc(F)cc2)N2CCOCC2)cc1 (stereo not drawn)	2.3	-1.9	-7.9	6.4	-5.4	5.3	-11.6	-0.7
CCOCCCNC(=O)c1cc2c(-c3ccc(Cl)cc3)nn(C)c2s1	0.9	-303.9	-1.4	33.2	8.4	-15.1	14.5	-2.8
CC(SCC(=O)NC(C)C1CC2CCC1C2)C(=O)O (stereo not drawn)	-1.4	9.4	-0.1	-10.0	15.3	-8.8	10.3	-0.3
O=C(O)COc1ccc(NC(=O)c2ccco2)cc1	8.3	8.3	0.5	-2.4	-4.1	-3.8	3.3	9.1
CCCC(=O)Nc1ccc(NC(=O)C2CC2)cn1	-2.2	30.6	-2.0	-23.3	1.5	-16.5	-2.9	1.6
CCn1cc(C(=O)Nn2cnnc2)c(=O)c2ccc(C)nc21	-4.8	8.8	2.3	-4.7	-4.0	-6.8	4.9	0.1
Cc1ccc(NC(=O)CSCc2cc(=O)n3cc(C)sc3n2)cc1	-2.7	-2.1	-0.9	-6.7	-3.3	0.6	4.8	4.5
CN1CCN(C(=O)CSc2nnc(COc3ccc(Cl)cc3)o2)CC1	-5.5	4.9	1.0	-17.2	-2.2	-15.9	11.1	-6.8
COc1ccc(N=C2S/C(=C\c3ccc(C)o3)C(=O)N2CC(C)C)cc1	-9.7	27.5	1.5	16.8	-2.1	-10.5	18.4	-9.5
Cc1ccc(C(=O)N/C(=C/c2ccc(-c3ccc([N+](=O)[O-])cc3)o2)C(=O)NCCCN(C)C)cc1	-8.4	-14.6	-29.8	-8.0	2.8	-23.8	16.8	-11.3
CC(C)[C@@H](CO)N(C)S(=O)(=O)c1ccccc1Br	/	13.6	1.6	2.7	0.7	/	7.8	6.3
Cc1cc(-c2nc3ncccc3o2)ccc1NC(=S)NC(=O)C(C)C	-3.9	-363.4	-15.5	-15.5	-2.8	-3.0	-2.9	-4.5
COc1ccc(COc2ccccc2C(=O)Nc2ccccn2)cc1[N+](=O)[O-]	2.4	15.6	0.9	-13.6	-6.0	3.9	-2.2	-0.9
COc1ccccc1/C=C/C=N/N1CCN(c2ccccn2)CC1	-12.5	-13.0	-3.0	5.3	-1.9	11.8	7.6	-1.1
CC(=O)Nc1ccc(C2(O)COc3ccccc3O2)cc1 (stereo not drawn)	-1.0	-4.1	0.6	5.7	-5.3	-17.7	-2.1	2.4
O=C(CCN1CCC(c2cccs2)=N1)c1cccs1	-14.6	-174.1	-34.0	12.3	-0.6	-1.5	4.5	-1.0
CCOc1ccc(/C(C)=N/NC(=O)c2nnn(-c3nonc3N)c2-c2cccs2)cc1	-12.7	-86.6	0.6	-7.0	-1.5	7.0	8.4	-10.8
Cc1cc(OCCn2cnc3ccccc3c2=O)cc(C(C)C)c1	-6.3	24.0	0.5	6.6	-8.2	7.4	20.1	-13.1
CC1=C(C(=O)Nc2ccccc2F)C(c2ccsc2)C2=C(CC(c3ccccc3)CC2=O)N1 (stereo not drawn)	-12.1	i	-77.0	-5.9	3.2	0.1	21.9	-8.6
O=C(c1ccc2c3c(cccc13)CC2)N1CCOCC1	-7.0	4.4	-0.4	-4.0	2.0	-2.5	-15.9	-8.1
CC(NC(=O)c1c(O)c2ccccc2[nH]c1=O)c1ccccc1 (stereo not drawn)	-1.4	-53.8	-2.0	-8.2	1.2	1.9	0.9	-4.4
Cc1cccc(C)c1OCCCCN1CCNCC1	8.8	14.4	2.6	-4.4	-1.7	10.2	-1.1	-1.1
COc1ccccc1NC(=O)CC(=O)CSc1nnc(-c2ccc(C)cc2)n1-c1ccccc1	-9.8	22.0	-2.8	-18.5	5.7	-23.3	20.5	-6.8
O=[N+]([O-])c1ccccc1/C=C/C=N/n1c(-c2cc(-c3ccccc3)n[nH]2)n[nH]c1=S	-2.2	17.2	1.3	14.9	-4.1	-2.4	-5.8	4.6
N#Cc1ncccc1CCc1cccc(Cl)c1	5.9	11.2	0.7	17.3	-1.3	-30.3	-10.0	3.1
O=C(CC(Nc1cccc(Cl)c1Cl)C(=O)OCC(=O)c1cccs1)c1ccccc1 (stereo not drawn)	-5.1	-1.6	2.9	1.0	-2.2	-5.0	-1.9	0.5
COc1cc(CN(C)C(C)C(=O)Nc2ccc([N+](=O)[O-])cc2Cl)ccc1OC(F)F (stereo not drawn)	-6.0	12.0	2.5	-0.3	-0.3	-12.6	19.7	2.6
COc1ccccc1-c1c(C)nn2c(N3CCC(C)CC3)cc(C)nc12	-1.6	-197.2	4.2	7.7	-2.3	5.7	-3.9	4.4
CN1CCN(C(=S)c2ccc(Cl)cc2)CC1	-5.8	27.8	0.7	-2.0	-5.3	-10.4	4.2	-5.7
CN(/N=C/c1ccc(Cl)cc1)c1ncc(Cl)cc1C(F)(F)F	-1.5	-31.3	5.0	13.6	1.1	-28.0	-1.4	-1.2
O=C(NCc1ccccc1)c1ccc(NS(=O)(=O)c2cccs2)cc1	-2.5	11.4	0.0	-23.6	5.9	0.1	-1.7	8.0
CCN(C(=O)CSc1nnc(-c2ccc(OC(F)F)cc2)n1N)C1CCS(=O)(=O)C1 (stereo not drawn)	-1.7	10.7	0.3	-4.0	-7.3	-0.7	-0.8	3.2
COc1ccc(C#Cc2c(-c3ccsc3)oc3ccc(-c4cc(OC)c(OC)c(OC)c4)cc23)cc1	2.1	-477.9	1.4	-14.1	4.0	2.5	8.8	5.8
CCCCOc1ccc(C(=O)N/C(=C/C=C/c2ccccc2)C(=O)O)cc1	3.5	11.5	19.1	-5.8	-5.8	-11.9	4.7	-2.5
O=C(COc1ccc(Cl)cc1)N1CCN(C(=O)c2ccccc2F)CC1	1.0	-1.2	0.0	-1.6	5.2	4.8	-6.9	0.0
CCC(C)(C)NC(=O)C(c1ccccc1F)N(C(=O)c1ccn[nH]1)c1ccccc1 (stereo not drawn)	6.2	33.1	1.7	-17.5	1.9	0.5	21.0	11.5
Cc1nc(OCC(C)C)c2sc3nc4c(cc3c2n1)COC(C)(C)C4	0.4	-71.7	-2.3	-3.7	0.7	-9.0	-8.6	-6.9
O=C(Nc1ccccc1)N1CCN(c2ccc(F)cc2)CC1	-3.2	16.2	-0.2	-19.8	-3.1	-20.0	1.1	4.9
Nc1c(C(=O)OCC(=O)Nc2cccc([N+](=O)[O-])c2)[nH]c(=O)[nH]c1=O	8.5	-278.1	-11.3	12.3	7.5	-6.8	-5.0	-2.9
CCc1ccccc1NC(=O)CCC(=O)Nc1nnc(C(C)C)s1	-11.3	3.5	-2.0	-7.5	-7.4	-3.2	14.3	-8.4
O=C(CSc1nccn1-c1ccc(Cl)cc1)N1CCCc2ccccc21	-2.6	9.8	2.7	19.2	-10.5	-0.5	10.0	6.3
COc1ccc(CNC[C@H]2O[C@@H](n3cnc4c(N)ncnc43)[C@H](O)[C@@H]2O)cc1OC	-11.4	18.2	1.0	-23.4	6.5	-11.4	-7.5	-2.4
CCC(c1ccccc1)c1nc(-c2ccccn2)no1 (stereo not drawn)	-12.7	17.3	0.3	1.5	-7.2	-18.9	6.3	-3.8
CN(C(=O)CSc1nc2ccccc2c(=O)n1C)C1CCS(=O)(=O)C1 (stereo not drawn)	6.5	2.4	3.1	-1.2	-2.1	-17.4	1.3	14.2
CC(C)NC(=O)CCCc1c[nH]c2ccccc12	-3.9	2.7	2.8	-2.4	-6.3	-11.1	2.8	-6.8

Already shown: entries from further up.
SMILES	SENP8 block-1	SENP8 block-2	SENP1 inh	PfG6PD inh	HKDC1 inh	SENP6 inh	Apaf1 inhib	SENP7 block
O=C(NCc1ccccc1)c1ccc(NS(=O)(=O)c2cccs2)cc1	-2.5	11.4	0.0	-23.6	5.9	0.1	-1.7	8.0
CCN(C(=O)CSc1nnc(-c2ccc(OC(F)F)cc2)n1N)C1CCS(=O)(=O)C1 (stereo not drawn)	-1.7	10.7	0.3	-4.0	-7.3	-0.7	-0.8	3.2
COc1ccc(C#Cc2c(-c3ccsc3)oc3ccc(-c4cc(OC)c(OC)c(OC)c4)cc23)cc1	2.1	-477.9	1.4	-14.1	4.0	2.5	8.8	5.8
CCCCOc1ccc(C(=O)N/C(=C/C=C/c2ccccc2)C(=O)O)cc1	3.5	11.5	19.1	-5.8	-5.8	-11.9	4.7	-2.5
O=C(COc1ccc(Cl)cc1)N1CCN(C(=O)c2ccccc2F)CC1	1.0	-1.2	0.0	-1.6	5.2	4.8	-6.9	0.0
CCC(C)(C)NC(=O)C(c1ccccc1F)N(C(=O)c1ccn[nH]1)c1ccccc1 (stereo not drawn)	6.2	33.1	1.7	-17.5	1.9	0.5	21.0	11.5

(cont.)
SMILES	SENP8 block-1	SENP8 block-2	SENP1 inh	PfG6PD inh	HKDC1 inh	SENP6 inh	Apaf1 inhib	SENP7 block
Cc1ccc(F)cc1NC(=O)N1CCNC(=O)C1CC(=O)Nc1cc(Cl)ccc1Cl (stereo not drawn)	-1.2	-8.1	3.4	11.0	-7.3	5.4	3.2	0.8
CCOC(=O)Cn1c(=O)c(-c2ccccc2NCc2ccccc2)nc2ccccc21	6.9	28.1	6.5	-3.4	0.0	2.5	6.1	12.5
O=C(Cn1cc2c(n1)CCCC2)NCc1ccccn1	-7.7	-3.8	-46.0	-27.7	-4.5	-12.1	-7.1	8.9
COc1ccccc1CNC(=O)c1ccccc1N	-0.8	-305.1	1.2	4.6	-10.7	11.9	-4.8	0.7
CC(C)(C)C(=O)Nc1ccccc1C(=O)OCC(=O)c1ccc2c(c1)OCCO2	-6.1	3.9	2.1	14.6	-3.0	6.6	13.1	-1.7
O=[N+]([O-])c1ccc(S(=O)(=O)NN=C2CCCCC2)cc1	/	32.9	3.6	1.8	-6.3	/	/	/
COc1ccc(/C=N/NC(=S)NC2CCS(=O)(=O)C2)cc1OC (stereo not drawn)	-5.6	1.2	2.1	-7.6	-6.1	7.0	0.9	3.0
CC(C)(C)NC(=O)CSc1nc(N)c(NC(=O)c2ccccc2F)c(=O)[nH]1	-9.9	5.2	2.2	-9.9	-6.8	-4.5	1.4	-5.9
O=C(Nc1cc(F)ccc1F)C1CCCN1S(=O)(=O)c1cccc2nsnc12 (stereo not drawn)	5.8	14.1	0.7	-5.6	-6.2	-3.4	-3.5	-3.4
COc1cccc(OC)c1-c1nn2c(-c3ccco3)nnc2s1	0.3	2.3	-2.4	14.0	10.1	-2.6	-2.1	-1.3
O=C(CCc1ccccc1)NCCCNC(=O)CCc1ccccc1	-14.7	12.4	2.4	10.4	-8.2	-10.3	18.0	-4.0
COc1cccc(OC)c1C(=O)NN1CCCCC1	-11.3	7.3	2.3	5.4	-7.8	-12.7	-7.8	-10.1
COC(=O)c1cc(OC)c(OC)cc1NC(=O)Cn1nnc(-c2ccccc2Cl)n1	-10.4	-89.1	-1.4	4.1	-6.7	6.3	9.4	-2.5
CN(C)S(=O)(=O)Nc1cccc(NC(=O)CC23CC4CC(CC(C4)C2)C3)c1	-1.7	12.6	0.1	11.6	2.4	-11.8	13.6	1.3

High-throughput results (PubChem BioAssay)
